PPC-1+TRAIL kill = kills PPC-1 cancer cells in the presence of TRAIL; 220,000 tested, 0.41% active; cell killing (% activity), % at 4 µM; PPC-1 cells + TRAIL, ATPLite viability luminescence;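 active = cell killing above 50% in the first pass at 4 µM, then a duplicate retest at 5 µM averaging 50% or more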;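 also: plate controls were cells with TRAIL plus DMSO for no effect and medium-only wells lacking cells for full effect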
Furin inh = inhibitors of human furin. P09958. purified furin, fluorogenic substrate cleavage. inhibition, % at 30 µM. 220,000 tested, 0.061% active. AID 463115; in the data active = inhibition above about 25%; also: inactives centre near -15
TRPML3 agonist = activates the human TRPML3 channel | activation, % at 3 µM | 220,000 tested, 0.29% active | Q8TDD5 | HEK293 TRPML3-YFP, Fluo-8 calcium fluorescence; 100% = the carbachol control signal;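 active = activation above its plate's cutoff, the mean activation of the plate's test wells plus 3 SD, cut at about 12% in these data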;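 also: 0% = DMSO only wells and 100% = carbachol wells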
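Material: TRPML3-YFP stable HEK293 cells | Dosing: One concentration, 3 µM nominal, 0.3% DMSO | Timing: 125 s total fluorescence read per well | Technique: Fluo-8 calcium dye fluorescence, ex 470-495, em 515-575 nm | Measure: Percent activation from peak-to-basal fluorescence ratio, scaled between DMSO and carbachol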
EBV gp42 inh = blocks Epstein-Barr virus glycoprotein 42 binding; Fluorescence polarization binding assay, mP read-out; Q1HVG2; AID 1085; 220,000 tested, 0.42% active; inhibition, % (tested at 21.74 µM); in the data active = inhibition above about 50%
TbHK1 inh = T. brucei hexokinase 1 inhibition | recombinant TbHK1, G6PDH-coupled NADH A340 | inhibition, % at 10 µM | 220,000 tested, 0.11% active;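 active = inhibition of 50% or more in the single-dose primary screen; inactive = inhibition below 50%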
TRPN1 ag = zebrafish TRPN1 (NompC) channel agonism; activation, % at 3 µM; HEK293 zebrafish TRPN1-YFP, Fluo-8 calcium fluorescence; 100% = response to 87 µM carbachol; 220,000 tested, 0.18% active;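 active = activation above its plate's cutoff, the mean activation of test wells on that plate plus 3 SD, cut at about 19% in these data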;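 also: 0% = DMSO alone and 100% = 87 µM carbachol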
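System: zebrafish TRPN1-YFP in HEK293 cells / Dosing: 3 µM single point / Timing: dye loading 1 h at 37 °C, then 30 min room temperature / Signal: Fluo-8 calcium fluorescence, excitation 470-495 nm, emission 515-575 nm / Read-out basis: percent activation from peak over basal fluorescence ratio, control-normalized / Control set: high carbachol 87 µM, low DMSO alone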
Thrombin inh = inhibitors of human thrombin; 220,000 tested, 0.26% active; alpha-thrombin, Boc-VPR-AMC fluorogenic substrate cleavage; P00734; AID 1046; inhibition, % at 5 µM;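 active = inhibition at or above 40%; inactive = inhibition below 40%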;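 also: 0% = enzyme with no compound and 100% = wells without enzyme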
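Material: Human alpha-thrombin protein | Buffer or medium: pH 7.5 Tris-saline with Tween 20 | Reagent: Boc-VPR-AMC substrate, 15 µM final | Schedule: Reaction at ambient temperature | Detection: AMC fluorescence at 355 nm excitation and 460 nm emission | Evaluation: Percent inhibition scaled between no-compound controls and no-enzyme blanks | Controls: no-compound enzyme wells and no-enzyme blanks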
Calpain2 inh = calpain II (pig) inhibition | purified calpain II, fluorogenic peptide substrate, 30 min | inhibition, % at 16 µM | 220,000 tested, 0.37% active | AID 1236;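 active = inhibition above about 50%, limit read from the data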
KCC2 mod = modulators of human KCC2 chloride dependent transport; KCC2 cells, thallium flux FluoZin-2 fluorescence; B-score of Tl+ flux slope (higher = more flux/activation; lower = inhibition) at 10 µM; 190,000 tested, 2.2% active;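 active = thallium flux slope and its plate-corrected score both differing from the plate sample mean at a set confidence after two filtering rounds, in either direction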;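 also: slope of fluorescence scaled to starting intensity during 10 to 20 s after thallium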
Target sequence (Q9H2X9 whole entry, looked up): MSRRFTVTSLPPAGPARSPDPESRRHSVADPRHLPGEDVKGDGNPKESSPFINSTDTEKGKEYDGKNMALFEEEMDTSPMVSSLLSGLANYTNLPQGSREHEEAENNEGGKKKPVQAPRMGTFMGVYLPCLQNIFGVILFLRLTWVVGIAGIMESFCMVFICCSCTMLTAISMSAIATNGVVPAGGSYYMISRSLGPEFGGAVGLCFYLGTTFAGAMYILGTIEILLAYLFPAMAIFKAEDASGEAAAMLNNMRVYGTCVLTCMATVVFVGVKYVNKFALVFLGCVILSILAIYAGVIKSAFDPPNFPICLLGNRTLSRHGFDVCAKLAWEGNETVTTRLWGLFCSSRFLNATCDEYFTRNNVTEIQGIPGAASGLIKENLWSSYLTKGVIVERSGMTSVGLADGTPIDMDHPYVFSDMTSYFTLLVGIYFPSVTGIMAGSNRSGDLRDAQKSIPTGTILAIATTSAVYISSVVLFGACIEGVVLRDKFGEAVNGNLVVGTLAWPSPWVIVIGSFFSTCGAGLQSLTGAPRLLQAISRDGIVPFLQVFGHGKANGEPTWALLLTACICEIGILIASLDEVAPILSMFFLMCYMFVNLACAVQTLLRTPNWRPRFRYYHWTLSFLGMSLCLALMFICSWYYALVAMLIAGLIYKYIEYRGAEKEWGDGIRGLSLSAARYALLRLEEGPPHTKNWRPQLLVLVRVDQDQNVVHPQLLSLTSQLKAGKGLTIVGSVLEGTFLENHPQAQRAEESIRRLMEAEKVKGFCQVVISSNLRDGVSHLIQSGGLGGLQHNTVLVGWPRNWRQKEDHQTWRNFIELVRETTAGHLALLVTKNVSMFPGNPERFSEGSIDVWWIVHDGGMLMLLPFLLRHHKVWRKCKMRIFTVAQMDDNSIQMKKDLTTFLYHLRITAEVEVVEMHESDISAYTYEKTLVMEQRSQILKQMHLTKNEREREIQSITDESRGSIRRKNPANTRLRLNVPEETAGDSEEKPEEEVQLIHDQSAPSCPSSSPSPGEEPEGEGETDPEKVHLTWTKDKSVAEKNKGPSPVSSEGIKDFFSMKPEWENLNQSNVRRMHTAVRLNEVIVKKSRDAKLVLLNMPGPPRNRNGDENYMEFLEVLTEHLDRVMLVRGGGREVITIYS
* = called active by the depositor; [ ] = another dose, or the depositor's remark.

Cc1cccc(Nc2nc(N3CCCCC3)nc(N3CCCCC3)n2)c1 was read as PPC-1+TRAIL kill 4.7, Furin inh -24.0[20 µM], TRPML3 agonist 0.8, EBV gp42 inh -11.0, TbHK1 inh 0.5, TRPN1 ag 0.3, Thrombin inh -2.0, Calpain2 inh 26.7 and KCC2 mod 0.213.
Screening COc1cc(CNc2ccc(N3CCN(C(C)=O)CC3)cc2)ccc1OCc1ccc(F)cc1 returned PPC-1+TRAIL kill 10.5, Furin inh -34.3, TRPML3 agonist 1.0, EBV gp42 inh 4.9, TbHK1 inh -1.6, TRPN1 ag 3.3, Thrombin inh -3.6, Calpain2 inh -26.2 and KCC2 mod 0.227.
`COc1ccc(NC(=O)c2ccc(Cc3ccc(C)cc3)o2)cc1` gave PPC-1+TRAIL kill 17.7, Furin inh -18.2[20 µM], TRPML3 agonist -0.9, EBV gp42 inh -9.6, TbHK1 inh -2.4, TRPN1 ag -0.8, Thrombin inh -0.8, Calpain2 inh 3.5 and KCC2 mod -0.737.
For COc1ccc(S(=O)(=O)NC2CCCC2)c(Cl)c1Cl the results were PPC-1+TRAIL kill 11.8, Furin inh -15.2[20 µM], TRPML3 agonist 34.5*, EBV gp42 inh -18.9, TbHK1 inh -5.8, TRPN1 ag -1.7, Thrombin inh -4.7, Calpain2 inh 29.5 and KCC2 mod -0.398.
For COc1ccc(NC(=S)NC(C)C(c2ccccc2)N2CCOCC2)cc1 (stereo not drawn) the results were PPC-1+TRAIL kill 21.3, Furin inh -27.2, TRPML3 agonist -0.4, EBV gp42 inh 1.2, TbHK1 inh -2.1, TRPN1 ag -0.1, Calpain2 inh -0.7 and KCC2 mod -0.0481.
`Cc1cccc(C(=O)N2CCN(Cc3ccc4c(c3)OCO4)CC2)c1` gave PPC-1+TRAIL kill 6.2, Furin inh -29.6, TRPML3 agonist 0.2, EBV gp42 inh 7.3, TbHK1 inh -0.4, TRPN1 ag 0.8, Thrombin inh -7.1, Calpain2 inh 6.4 and KCC2 mod 0.065.
Screening Cc1ccc(OCC(=O)Nc2ccc(C)c(S(=O)(=O)N3CCCCCC3)c2)c([N+](=O)[O-])n1 returned PPC-1+TRAIL kill 18.5, Furin inh -1.7, TRPML3 agonist 1.8, EBV gp42 inh 1.1, TbHK1 inh 9.1, TRPN1 ag 3.0, Thrombin inh 7.8, Calpain2 inh 40.2 and KCC2 mod 0.126.
For O=C(CCN1C(=O)c2ccccc2C1=O)N1CCN(c2ccccc2)CC1 the results were PPC-1+TRAIL kill -1.1, Furin inh -13.3, TRPML3 agonist 0.6, EBV gp42 inh -3.4, TbHK1 inh -2.4, TRPN1 ag 2.9, Thrombin inh -6.2, Calpain2 inh 3.8 and KCC2 mod -0.19.
`CCOC(=O)c1c(NC(=O)Cn2cnc([N+](=O)[O-])n2)sc2c1CCC(C)C2` (stereo not drawn) gave PPC-1+TRAIL kill 11.1, Furin inh -17.9, TRPML3 agonist 0.8, EBV gp42 inh -17.7, TbHK1 inh -3.5, TRPN1 ag 0.9, Thrombin inh -4.6 and Calpain2 inh -4.8.
CCOc1ccc2nc(Nc3nc4ccc(NC(C)=O)cc4s3)sc2c1 was read as PPC-1+TRAIL kill -4.4, Furin inh -13.9, TRPML3 agonist 0.7, EBV gp42 inh -8.1, TbHK1 inh -24.1, TRPN1 ag 2.0, Thrombin inh -20.4, Calpain2 inh -172.6 and KCC2 mod -0.901.
NC(=O)CN1CCOCCOCCOCCOCCOCC1 was read as PPC-1+TRAIL kill 10.5, Furin inh -1.4[20 µM], TRPML3 agonist 0.6, EBV gp42 inh -6.9, TbHK1 inh 3.8, TRPN1 ag -0.1, Thrombin inh -6.7, Calpain2 inh -9.5 and KCC2 mod 2.33.
CC(Sc1nnc(-c2cccs2)n1-c1ccccc1)C(=O)NCc1ccc2c(c1)OCO2 (stereo not drawn) was read as PPC-1+TRAIL kill 38.6, Furin inh -1.0[20 µM], TRPML3 agonist -1.3, EBV gp42 inh 5.0, TbHK1 inh -0.2, TRPN1 ag -0.7, Thrombin inh -16.0, Calpain2 inh -18.4 and KCC2 mod -0.881.
Screening COc1ccc(NC(=S)N(Cc2cccnc2)Cc2ccco2)cc1 returned PPC-1+TRAIL kill 0.3, Furin inh -29.5, TRPML3 agonist 0.6, EBV gp42 inh 1.6, TbHK1 inh -4.2, TRPN1 ag 0.3, Thrombin inh -5.0, Calpain2 inh 2.1 and KCC2 mod 0.868.
For O=C(C1CCCN1S(=O)(=O)c1cccc2cccnc12)N1CCn2c1nc1ccccc12 (stereo not drawn) the results were PPC-1+TRAIL kill 13.4, Furin inh -12.9, TRPML3 agonist -1.3, EBV gp42 inh -16.0, TbHK1 inh -2.0, TRPN1 ag 0.2, Thrombin inh -6.9, Calpain2 inh 7.5 and KCC2 mod -1.5.
O=C(/C=C\c1ccccc1OC(=O)c1ccccc1F)c1cc2ccccc2o1 was read as PPC-1+TRAIL kill 27.3, Furin inh -19.9, TRPML3 agonist 0.2, EBV gp42 inh -29.4, TbHK1 inh -13.3, TRPN1 ag 0.8, Thrombin inh 1.7, Calpain2 inh -53.8 and KCC2 mod -0.0227.
COc1cc2[nH]c(=S)n(C3CCN(Cc4ccccc4)CC3)c(=O)c2cc1OC was read as Furin inh -7.1, TRPML3 agonist 0.7, EBV gp42 inh -5.2, TbHK1 inh -7.5, TRPN1 ag -0.7, Thrombin inh 2.1, Calpain2 inh -37.7 and KCC2 mod 3.7.
For Nc1ccc2c(c1)C(=O)N(CCCC(=O)O)C2=O the results were PPC-1+TRAIL kill 10.9, Furin inh -17.8, TRPML3 agonist 0.5, EBV gp42 inh 23.6, TbHK1 inh -0.2, TRPN1 ag -0.1, Thrombin inh -9.9, Calpain2 inh -2.6 and KCC2 mod 0.0256.
Screening Nc1nc2ccccc2nc1N1CCCC1 returned PPC-1+TRAIL kill 2.5, Furin inh -6.1[20 µM], TRPML3 agonist -0.1, EBV gp42 inh -8.1, TbHK1 inh -25.1, TRPN1 ag 2.0, Thrombin inh -2.8, Calpain2 inh -3.1 and KCC2 mod -0.975.
COc1ccc2nc(NC(=O)c3cccc(OCc4c(C)noc4C)c3)sc2c1 was read as PPC-1+TRAIL kill 31.8, Furin inh -12.9, TRPML3 agonist 0.8, EBV gp42 inh 0.4, TbHK1 inh -8.0, TRPN1 ag 0.4, Thrombin inh 0.7, Calpain2 inh -5.8 and KCC2 mod -0.0729.
Screening COc1cccc(Cn2c(=O)c3[nH]cnc3n(-c3ccccc3C)c2=O)c1 returned PPC-1+TRAIL kill 19.0, Furin inh -1.0, TRPML3 agonist -1.1, EBV gp42 inh -3.1, TbHK1 inh 0.7, TRPN1 ag 0.6, Thrombin inh 18.4, Calpain2 inh 5.0 and KCC2 mod -1.85.
Screening CCOc1ccccc1NC(=O)c1cccc(S(=O)(=O)N(Cc2ccccc2)c2ccccc2OC)c1 returned PPC-1+TRAIL kill 3.0, Furin inh -12.0, TRPML3 agonist 0.5, EBV gp42 inh -13.7, TbHK1 inh -6.5, TRPN1 ag 0.8, Thrombin inh -4.8, Calpain2 inh 14.1 and KCC2 mod 0.389.
`CCOc1ccc(NC(=O)/C=C/c2ccccc2)c([N+](=O)[O-])c1` gave PPC-1+TRAIL kill 1.9, Furin inh -1.8, TRPML3 agonist 1.2, EBV gp42 inh -59.2, TbHK1 inh -5.4, TRPN1 ag 0.3, Thrombin inh -12.7, Calpain2 inh 4.5 and KCC2 mod 1.2.
Screening O=[N+]([O-])c1cccc(NC(=S)N2CCc3ccccc3C2)c1 returned PPC-1+TRAIL kill 16.0, Furin inh -23.0, TRPML3 agonist -0.4, EBV gp42 inh -7.9, TbHK1 inh -0.8, TRPN1 ag 2.5, Thrombin inh -2.8, Calpain2 inh 39.1 and KCC2 mod 0.632.
For Cc1ccc(/C=N/Nc2nc(Cl)c(Cl)cc2Cl)s1 the results were PPC-1+TRAIL kill 6.8, Furin inh -15.3[20 µM], TRPML3 agonist -0.2, EBV gp42 inh -15.9, TbHK1 inh -12.7, TRPN1 ag -1.8, Thrombin inh 5.0, Calpain2 inh -26.5 and KCC2 mod 7.61*.
For Cc1cc(C(=O)N/N=C/c2cc(Cl)cc([N+](=O)[O-])c2O)n[nH]1 the results were PPC-1+TRAIL kill -14.9, Furin inh -6.3, TRPML3 agonist 0.0, EBV gp42 inh -10.3, TbHK1 inh -6.9, TRPN1 ag -1.9, Thrombin inh -2.7, Calpain2 inh -9.0 and KCC2 mod -0.273.
For Cc1ccc(-n2c(-c3ccncc3)n[nH]c2=S)cc1C the results were PPC-1+TRAIL kill 4.5, Furin inh -13.4, TRPML3 agonist 0.4, EBV gp42 inh -5.7, TbHK1 inh -4.0, TRPN1 ag -0.4, Thrombin inh 4.5, Calpain2 inh 24.3 and KCC2 mod 0.709.
`CCOC(=O)C(C)c1ccc2cc(OC)ccc2c1` (stereo not drawn) gave PPC-1+TRAIL kill -2.0, Furin inh -19.2[20 µM], TRPML3 agonist -0.5, EBV gp42 inh 7.0, TbHK1 inh 1.3, TRPN1 ag -2.9, Thrombin inh -3.6, Calpain2 inh -20.2 and KCC2 mod 0.0046.
For O=C(OC(c1ccccc1)c1nccc2ccccc12)c1cc([N+](=O)[O-])cc([N+](=O)[O-])c1 (stereo not drawn) the results were PPC-1+TRAIL kill 25.9, Furin inh -7.3, TRPML3 agonist -0.4, EBV gp42 inh 4.6, TbHK1 inh 1.2, TRPN1 ag -0.4, Thrombin inh -9.4, Calpain2 inh -26.4 and KCC2 mod -0.596.
`O=S(=O)(c1ccc(S(=O)(=O)N2CCN(C/C=C/c3ccccc3)CC2)cc1)N1CCCC1` gave PPC-1+TRAIL kill 14.1, Furin inh -27.2, TRPML3 agonist -0.2, EBV gp42 inh -12.9, TbHK1 inh 2.3, TRPN1 ag 1.5, Thrombin inh -3.5, Calpain2 inh 17.4 and KCC2 mod 0.185.
CCOc1cc(CNCCCN2CCOCC2)ccc1OCC(=O)NC(C)(C)C was read as PPC-1+TRAIL kill 9.5, Furin inh -18.4, TRPML3 agonist 1.1, EBV gp42 inh -0.4, TbHK1 inh 0.5, TRPN1 ag 1.8, Thrombin inh 5.7, Calpain2 inh 1.9 and KCC2 mod -0.305.
CCc1nc2oc(C(=O)c3ccccc3)c(N)c2c2c1COC(C)(C)C2 was read as PPC-1+TRAIL kill 2.5, Furin inh -17.7, TRPML3 agonist -0.4, EBV gp42 inh -8.3, TbHK1 inh -17.4, TRPN1 ag -0.2, Thrombin inh 1.9 and Calpain2 inh -9.2.
For Cc1c(NS(=O)(=O)c2ccc(N3CCN(C)CC3)c([N+](=O)[O-])c2)c(=O)n(-c2ccccc2)n1C the results were PPC-1+TRAIL kill 8.2, Furin inh -0.3, TRPML3 agonist 1.4, EBV gp42 inh -0.4, TbHK1 inh -6.3, TRPN1 ag -0.7, Thrombin inh -3.2, Calpain2 inh -26.3 and KCC2 mod -0.344.

Screening results deposited in PubChem by several laboratories.
